FEN1 inh – qHTS Assay for the Inhibitors of Human Flap endonuclease 1 (FEN1) | Potency, µM (highest dose often 114 µM), for inactives: at the top dose activity change, negative = inhibition, actives largely listed as inhibitors | P39748 | AID 588795, 2011 | 390,000 compounds, 0.35% hits | Recombinant FEN1 flap cleavage, fluorescence, 15 min; note: nearly all actives have a fitted effect of over 65% in size
Target sequence (P39748 whole entry, looked up): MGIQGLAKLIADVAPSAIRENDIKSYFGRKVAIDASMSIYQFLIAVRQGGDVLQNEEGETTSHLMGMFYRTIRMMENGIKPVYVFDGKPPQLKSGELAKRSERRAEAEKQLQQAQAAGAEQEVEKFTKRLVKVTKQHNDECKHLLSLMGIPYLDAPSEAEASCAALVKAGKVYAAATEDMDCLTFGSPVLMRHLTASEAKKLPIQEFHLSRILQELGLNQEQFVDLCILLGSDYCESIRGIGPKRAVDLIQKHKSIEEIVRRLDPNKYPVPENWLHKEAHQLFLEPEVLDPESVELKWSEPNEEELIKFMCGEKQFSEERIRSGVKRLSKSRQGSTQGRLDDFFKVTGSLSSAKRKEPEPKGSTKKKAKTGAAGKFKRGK
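Quantitative HTS format: each compound was titrated, incubated with 10 nM nuclease for 15 min at room temperature, then challenged with flap substrate at 50 nM final. Signal change over 15 min gave concentration–effect curves.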
N370S GC mod – qHTS Assay for Inhibitors and Activators of N370S glucocerebrosidase as a Potential Chaperone Treatment of Gaucher Disease; Lysosomal acid glucosylceramidase (Homo sapiens), P04062; N370S GC spleen homogenate, 4MU-glucoside fluorescence; Potency, µM (titrated, usually from 59.4 µM), inactives show at the top dose activity change, negative = inhibition, hits mostly inhibitors; 330,000 compounds, 0.092% hits; AID 2101, 2009;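 note: 0% = full enzyme activity and -100% = no enzyme basal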
KAT2A inh – qHTS Assay for Inhibitors of GCN5L2; Histone acetyltransferase KAT2A (Homo sapiens), Q92830; GCN5L2 HAT assay, ThioGlo1 CoA-SH fluorescence; Potency, µM (highest dose often 58.9 µM), without a hit: at the highest dose activity change, negative = inhibition, actives largely listed as inhibitors; 390,000 compounds, 0.21% hits; AID 504327, 2011
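GCN5L2 (20nM final) in 50mM HEPES, 0.1mM EDTA pH 7.5, 0.01% Tween-20 was preincubated 15 min at room temperature with compound, then given ThioGlo1 (50uM), H3(1-25) peptide (75uM) and acetyl-CoA (70uM); CoA-thiol fluorescence (Ex340/Em540) was read at 0 and 20 min.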
An asterisk follows results filed as active; ? = inconclusive; / = no result given; & = joins results of further samples. Calls come from the whole dose curve; as a rule, active = well fitted curve in the direction sought with a large enough effect; inconclusive = small, poorly fitted or top-dose-only effect, or another doubt; inactive = no such curve, though single readings can be large; an effect the other way counts as inactive or inconclusive. Unless noted, % is set by controls: 0 for no effect and ±100 for the full control effect; potency is the fitted concentration of half-maximal effect.

N370S GC mod | Structure | KAT2A inh | FEN1 inh
-15.7% | COc1ccc(C(=O)Nc2cccc3c2CCCC3)cc1OC | -8.5% | 4.9%
/ | Cc1cc(OCC(=O)Nc2cc(-c3nc4ccccc4[nH]3)ccc2C)ccc1Cl | -2.8% | 11.0%
-6.2% | CC(=O)Nc1ccc(S(=O)(=O)NC2CCSc3ccccc32)cc1 (centres undefined) | -0.1% | -3.2%
9.9% | C=CCn1c(SCC(=O)Nc2cc(C)on2)nc2sc(CC)cc2c1=O | 2.7% | 9.0%
2.1% | Cc1cc(F)c(F)c(C(=O)NC2CC2)c1Cl | -8.2% | -10.6%
5.3% | CCN1C(=O)/C(=C/c2nc3ccccc3c(=O)[nH]2)c2ccccc21 | 0.1% | 3.6%
-1.1% | COc1ccc(C(=O)NCc2nnc(SCC(=O)NC3CCCC3)o2)cc1 | -2.1% | 10.7%
? | CCS(=O)(=O)Nc1ccc(-c2nc3cccnc3s2)cc1 | -6.8% | ?
/ | CCC(CO)Oc1cc(NCc2ccc(F)cc2)c2ncn(C(C)C)c2c1 (centres undefined) | 0.6% | -14.8%
/ | CC(=O)Nc1ccc(S(=O)(=O)N(C)CC(=O)NNC(=O)c2cccs2)cc1 | -1.2% | 7.4%
-19.2% | COc1ccc(NC(=S)NNC(=S)Nc2cccc(C(F)(F)F)c2)cc1 | ? | -14.7%
1.1% | O=C(/C=C/c1ccccc1)Nc1ccc(Br)cn1 | -1.9% | -6.4%
2.8% | CCCCCOc1ccc(C(=O)NCC2(c3ccccc3)CCOCC2)cc1 | 2.6% | -19.4%
19.1% | CCOC(=O)CCC(=O)N1CCOCCN(C(=O)CCC(=O)OCC)CCOCC1 | 0.7% | 7.4%
1.3% | C=CCOC(=O)C1=C(C)NC(=O)NC1C1CC=CCC1 (centres undefined) | -1.6% | 1.0%
/ | CN(C(=O)c1cc2ccccc2o1)c1c(N)n(Cc2ccccc2)c(=O)[nH]c1=O | -15.2% | -9.3%
/ | O=C(NC1CC1)c1cccc2c1C(=O)c1ccc(N3CCC(Cc4ccccc4)CC3)cc1S2(=O)=O | -12.7% | -8.7%
4.2% | CC[n+]1c(C)n(-c2ccccc2)c2ccc(C(=O)OC)cc21 | 2.4% | 8.3%
-13.1% | COc1ccc(CCNC(=O)N[C@@H](Cc2ccccc2)C(=O)O)cc1 | -1.2% | -5.3%
-1.6% | Cc1nc2c(=O)[nH]c3ccccc3c2o1 | -0.8% | -5.1%
/ | CCOc1ccccc1OCCCC(=O)Nc1ccc(Cl)c(S(=O)(=O)N2CCOCC2)c1 | -16.4% | -26.1%
-5.5% | O=C(NCc1ccc(F)cc1)C(c1ccc(F)cc1)N(C(=O)c1csnn1)C1CC1 (centres undefined) | -7.6% | 11.4%
/ | CCN(C(=O)c1ccc(=O)n(C)n1)c1c(N)n(Cc2ccccc2)c(=O)[nH]c1=O | -7.3% | 5.9%
7.5% | O=C(N/N=C/c1cccc([N+](=O)[O-])c1)c1nc2ccccc2c(=O)[nH]1 | -3.5% | 12.9%
-4.7% | O=C(CSc1ncn[nH]1)N1CCCCC1 | -4.5% | 17.3%
-13.1% | CCOC(=O)C1(Cc2cccc(Cl)c2)CCCN(C(=O)c2cc(C)[nH]n2)C1 (centres undefined) | 1.2% | 3.1%
-2.4% | CN(C)Cc1ccccc1-c1cc(Nc2ccccc2)ncn1 | -3.4% | /
-0.3% | COC(=O)c1cc(C(=O)c2cc(F)ccc2O)cn2c(=O)c3c(C)c(C)sc3nc12 | -3.1% | -15.8%
-20.7% | O=C(COc1ccc(Cl)cc1)NCCS(=O)(=O)N1CCN(c2ccccc2F)CC1 | -3.8% | -4.7%
-6.1% | C#Cc1cccc(C(=O)N2CCCC(Nc3cccc(F)c3)C2)c1 (centres undefined) | -18.5% | -9.9%
-5.6% | CCN1CCN(S(=O)(=O)c2cccc([N+](=O)[O-])c2)CC1 | -5.6% | 8.4%
/ | O=C(COC(=O)c1ccc(S(=O)(=O)N2CCCC2)cc1)Nc1cccc(Cl)c1 | 0.7% | -8.5%
-0.9% | CC(NC(=O)C1CCN(S(=O)(=O)c2ccc3nc4c(c(C(=O)O)c3c2)CCCC4)CC1)c1ccccc1 (centres undefined) | -17.9%&-2.6% | 16.6%&11.9%
-4.7% | Cc1cccc(C)c1NC(=O)C1CCCN1C(=O)NCc1ccccc1 (centres undefined) | -2.6% | 6.7%
/ | Cc1ccc(C)c(N2CCN(CCCNC(=O)Nc3cc(Cl)ccc3C)CC2)c1 | 10.6% | 7.3%
10.6% | O=c1c2[nH]c3cccc(Cl)c3c2ncn1CC1CCCO1 (centres undefined) | 1.0% | -4.6%
0.4% | COc1cc(CC(=O)OCC(=O)Nc2cc(S(=O)(=O)N3CCCC3)ccc2Cl)cc(OC)c1OC | -8.3% | -5.0%
-2.7% | O=C(c1ccco1)N1CCN(c2ccc([N+](=O)[O-])cc2F)CC1 | 0.6% | 13.1%
-0.1% | CCS(=O)(=O)n1nc(-c2ccccc2)nc1N | 0.6% | -3.1%
7.3% | Cc1ccccc1N=C1NC(=O)/C(=C/c2cccn2-c2cccc(C(=O)O)c2)S1 | -1.6% | -14.8%
-10.6% | Cc1ccc(S(=O)(=O)N(C)C)cc1NC(=O)CN1C(=O)NC2(CCCCCCC2)C1=O | -3.5% | -1.4%
6.1% | Cc1cc(F)ccc1S(=O)(=O)Nc1ncnc2sc3c(c12)CCC3 | -4.1% | -3.4%
10.9% | CCOc1ccc(CCNC(=O)c2cccc(N3CCCC3=O)c2)cc1OCC | -3.4% | -12.0%
24.6% | C/C(Cl)=C\Cn1c(Nc2ccc(C)cc2)nc2c1c(=O)n(C)c(=O)n2C | -7.4% | -0.4%
-29.8% | COc1cc(/C=N/n2c(-c3n[nH]c4c3CCC4)n[nH]c2=S)cc(OC)c1O | 0.3% | 5.0%
-21.8% | O=C(Nc1nnc(-c2ccco2)s1)c1ccccc1 | -4.8% | -14.7%
/ | Cc1n[nH]c(C)c1S(=O)(=O)N1CCN(S(=O)(=O)c2ccccc2C#N)CC1 | -3.0% | -5.7%
1.9% | COc1ccc(OC)c(S(N)(=O)=O)c1 | -2.1% | -14.8%
/ | CSCCC(NC(=O)c1ccc(C(C)(C)C)cc1)C(=O)OCC(=O)N1CCCC1=O (centres undefined) | -2.8% | 0.2%
-1.7% | O=c1cc2n(c(=O)[nH]1)CCC1=C2CCCC1 | -0.1% | 0.7%

(list continues)
N370S GC mod | Structure | KAT2A inh | FEN1 inh
9.6% | COC(=O)c1c(-c2ccc(Br)cc2)csc1NC(=O)Cc1ccc(OC)c(OC)c1 | -4.6% | 6.9%
-0.3% | Cc1c(C(=O)O)sc2nc(SCC(=O)Nc3ccc(S(=O)(=O)NCCCC(=O)O)cc3)[nH]c(=O)c12 | -4.3% | 1.3%
-6.1% | CCOC(=O)C1CCN(S(=O)(=O)c2ccc(Cl)s2)CC1 | -1.0% | -2.2%
-7.0% | CN1CCN(C(=O)CC2C(=O)NCCN2Cc2ccc(-c3ccccc3)cc2)CC1 (centres undefined) | -1.8% | -3.6%
-0.2% | Cc1ccc2c(CC(=O)Nc3c(C)n(C)n(-c4ccccc4)c3=O)coc2c1 | -3.8% | 0.1%
-5.2% | Cc1ccc(S(=O)(=O)N2CCC(C)CC2)cc1C(=O)NCCN1CCOCC1 | -21.8% | 11.7%
4.2% | CC1=Nn2c(nnc2-c2ccccc2F)SC1 | ? | -0.9%
-0.2% | CCCCSc1nc(N)c(NC(=O)c2ccco2)c(=O)[nH]1 | 1.3% | -10.8%
3.3% | CC(=O)c1sc(NC(=O)c2ccc(F)c(F)c2)nc1C | -0.9% | -10.0%
17.8% | CC(C)CC(C(=O)OCC(=O)Nc1cccc(Cl)c1)N1C(=O)C2CC=CCC2C1=O (centres undefined) | -18.8% | ?
7.8% | COc1ccc(C(=O)NCC(=O)N=Nc2c(O)n(Cc3ccccc3)c3ccccc23)cc1OC | 4.4% | 14.1%
9.5% | COc1cc(OC)cc(-c2n[nH]c(=S)n2-c2ccc3c(c2)OCO3)c1 | -4.2% | 8.6%
-17.1% | CCOc1ccc(NS(=O)(=O)c2ccc(C(=O)NCC3(N(C)C)CCCCC3)cc2)cc1 | 1.3% | -1.9%
3.3% | COc1cc(SC)ccc1C(=O)Nc1ccc(S(=O)(=O)N2CCCC2)cc1 | -1.6% | -2.8%
-1.6% | COCCc1ncc(CN2CCC(C(=O)Nc3ccc(-n4cccn4)cc3)CC2)cn1 | 2.5% | -2.3%
2.3% | Cc1cccc(N(CC(=O)Nc2ccccc2-c2ccccc2)S(=O)(=O)c2ccccc2)c1C | 6.3% | -13.0%
/ | C[C@]12c3[nH]c4ccccc4c3CCN1C(=O)C(CC(=O)NCC13CC4CC(CC(C4)C1)C3)C[C@@H]2C(=O)N1CCOCC1 (some centres undefined) | -10.0% | ?
-2.6% | COc1cccc(C(=O)Nc2nnc(S(=O)(=O)N3CCCCC3)s2)c1 | ? | 11.8%
0.8% | CC(C)SCC(=O)Nc1ncc2c(n1)-c1ccccc1CC2 | -25.5% | -4.2%
30.4% | Cc1ccc(C(=O)CC2(O)C(=O)N(Cc3ccccc3)c3ccccc32)o1 (centres undefined) | -2.0% | 0.3%
/ | O=C(CCC(=O)c1cccs1)OCC(=O)c1ccccc1 | -2.9% | -6.3%
10.7% | Cc1cc(NC(=S)N(CCCN2CCOCC2)Cc2ccco2)ccc1Cl | -1.6% | -12.6%
-3.5% | COc1ccc(C(C)(C)C)cc1S(=O)(=O)N1CCC(C(N)=O)CC1 | 3.1% | -5.7%
-17.7% | c1ccc(C2=Nn3c(nnc3-c3ccco3)SC2)cc1 | -9.4% | 9.6%
0.5% | CCSc1nc2c(c(=O)[nH]1)C(c1ccccn1)C1=C(CC(C)(C)CC1=O)N2 (centres undefined) | 3.1% | -14.0%
2.0% | CC1(C)CC(=O)CC(C)(C)N1OC(=O)c1ccccn1 | -6.3% | -0.1%
-1.8% | Cc1cccc(NC(=O)CN2CCN(CC(=O)NCC3(N4CCCCC4)CCCCC3)CC2)c1C | -4.0% | -4.3%
2.3% | COc1cccc(CNCc2ccc(OC)cc2OC)c1 | -0.5% | 1.0%
-0.5% | Cc1cc(N2C(=O)c3ccc(C(=O)Nc4ccc(O)cc4C(=O)O)cc3C2=O)no1 | 1.8% | -16.6%
-0.7% | CC1=C/C(=C(/c2cc(C)c(O)c(Br)c2)c2ccccc2S(=O)(=O)O)C=C(Br)C1=O | -22.4% | ?
-3.1% | O=C(Cc1ccc([N+](=O)[O-])cc1)Nc1ccc(O)cc1C(=O)O | 20.2% | 5.8%
0.8% | O=C(Cc1ccccc1)N(c1ccc(F)cc1)C1C=CS(=O)(=O)C1 (centres undefined) | -2.0% | 17.8%
/ | CCOCCc1nn2c(=O)cc(COC(=O)c3ccc(NC(=O)C(C)(C)C)cc3)nc2s1 | 2.3% | 8.1%
1.1% | Cc1ccc(C(=O)OCC(=O)NCCNC(=O)COC(=O)c2ccc(C)s2)s1 | -5.5% | 6.6%
6.6% | O=C(Cn1c(=O)oc2cc(S(=O)(=O)N3CCCC3)ccc21)NC1CCCCC1 | -9.3% | -18.8%
-11.9% | O=C(CCSCCC(=O)NCc1cccs1)NCc1cccs1 | 0.7% | -6.8%
/ | COc1ccc(C(=O)OCC(=O)c2c[nH]c3ccccc23)c(OC)c1 | -4.8% | 12.5%
0.8% | N#Cc1c(F)cccc1N1CCN(Cc2ccc3c(c2)OCO3)CC1 | 2.4% | -18.2%
13.5% | c1cc2c(cc1-c1[nH]ncc1CN1CC3C[C@@H]4CC1C[C@H](C3)C4)OCO2 | -14.7% | -1.4%
-14.9% | CCCCC(CC)C(=O)NCCc1ccc(S(N)(=O)=O)cc1 (centres undefined) | -2.3% | -3.2%
/ | COc1ccc(C(=O)OCC(=O)NC2CC2)cc1OC | -2.9% | 17.2%
